aGal spleen mod – inhibitors or activators of human alpha-galactosidase in spleen homogenate. human spleen homogenate, 4MU-alpha-Gal fluorescence, 40 min. Potency, µM (top dose mostly 80 µM), for the others: at the top dose activity change, negative = inhibition, actives largely listed as inhibitors. 240,000 compounds, 0.008% hits. AID 2107;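 also: potency is read from the fitted curve at half-maximal effect; 0% = enzyme with vehicle and -100% = no enzyme basal signal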
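Fluorogenic readout (Ex 365/Em 440 nm) of 4-methylumbelliferone released from 1 mM 4-MU-alpha-galactoside by spleen homogenate, 40 min at 37C, pH 5.0. Data normalized to no-enzyme and enzyme controls; Hill-equation AC50 from compound titrations.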
CBFb RUNX1 block – inhibitors of human CBF-beta and RUNX1 interaction; Potency, µM (highest dose often 59.8 µM), for inactives: at the highest dose activity, negative = inhibition, most hits filed as inhibitors; AlphaScreen CBFb-His/RUNX1-biotin binding, biochemical; 230,000 tested, under 10 active; Q01196+Q13951; also: % of control where 0% means no effect
Target sequence (Q01196 whole entry, looked up): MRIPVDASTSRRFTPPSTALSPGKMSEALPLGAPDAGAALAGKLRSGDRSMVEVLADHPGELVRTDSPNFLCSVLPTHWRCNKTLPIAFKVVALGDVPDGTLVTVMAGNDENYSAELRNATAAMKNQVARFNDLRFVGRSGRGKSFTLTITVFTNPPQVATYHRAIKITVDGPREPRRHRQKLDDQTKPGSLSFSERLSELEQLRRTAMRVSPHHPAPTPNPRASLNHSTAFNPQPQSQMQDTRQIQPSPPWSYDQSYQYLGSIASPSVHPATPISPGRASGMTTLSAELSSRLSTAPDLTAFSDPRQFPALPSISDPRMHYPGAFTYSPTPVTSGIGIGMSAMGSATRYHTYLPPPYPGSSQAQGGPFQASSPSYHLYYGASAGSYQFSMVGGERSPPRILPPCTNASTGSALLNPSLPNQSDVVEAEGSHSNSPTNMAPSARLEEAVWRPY
Target sequence (Q13951 whole entry, looked up): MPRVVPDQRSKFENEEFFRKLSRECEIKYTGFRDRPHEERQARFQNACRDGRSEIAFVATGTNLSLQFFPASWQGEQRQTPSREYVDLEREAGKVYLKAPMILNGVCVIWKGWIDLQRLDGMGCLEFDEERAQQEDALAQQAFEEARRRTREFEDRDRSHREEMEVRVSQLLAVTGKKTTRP
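AlphaScreen binding: CBFb-His and RUNX1-biotin (30 nM each) preincubated 20 min, compound added for 15 min, then nickel and streptavidin beads for 90 min, all at room temperature. Disruption of the interaction by any mechanism counts as activity.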
The depositor's hits bear a star; & = joins results of further samples. Calls follow the shape of the dose curve; as a rule, active = well fitted curve in the direction sought with a large enough effect; inconclusive = small, poorly fitted or top-dose-only effect, or another doubt; inactive = no such curve, though single readings can be large; an effect the other way counts as inactive or inconclusive.

Results for CC(C)C[C@H](NC(=O)[C@H](CCCCN)NC(=O)CNC(=O)[C@H](CC(C)C)NC(=O)[C@@H](N)C(C)C)C(=O)N[C@@H](CO)C(=O)N[C@@H](CCC(N)=O)C(=O)N[C@@H](CCC(=O)O)C(=O)N[C@@H](CC(C)C)C(=O)N[C@@H](Cc1cnc[nH]1)C(=O)N[C@@H](CCCCN)C(=O)N[C@@H](CC(C)C)C(=O)N[C@@H](CCC(N)=O)C(=O)N[C@H](C(=O)N[C@@H](Cc1ccc(O)cc1)C(=O)N1CCC[C@H]1C(=O)N[C@@H](CCCNC(=N)N)C(=O)N[C@H](C(=O)N[C@@H](CC(N)=O)C(=O)N[C@H](C(=O)NCC(=O)N[C@@H](CO)C(=O)NCC(=O)N[C@H](C(=O)N1CCC[C@H]1C(N)=O)[C@@H](C)O)[C@@H](C)O)[C@@H](C)O)[C@@H](C)O ?
aGal spleen mod: 16%; CBFb RUNX1 block: 7%

How did COC(=O)c1ccc(C(NC(=O)OCc2ccccc2)/C(F)=C/[C@@H](C)C(=O)O)cc1 (stereo partly specified) do in these assays?
aGal spleen mod: -4%; CBFb RUNX1 block: 5%

How did NCCCC[C@H](NC(=O)[C@@H](Cc1ccccc1)NC(=O)[C@H](Cc1c[nH]c2ccccc12)NC(=O)[C@@H](CCCCN)NC(=O)[C@@H](Cc1c[nH]c2ccccc12)NC(=O)[C@@H](N)Cc1cnc[nH]1)C(N)=O do in these assays?
aGal spleen mod: 10%; CBFb RUNX1 block: 11%

Results for CN(C(=O)c1ccoc1)c1ccccc1I ?
aGal spleen mod: 3%; CBFb RUNX1 block: 12%

How did Cc1ccc(S(=O)(=O)N(C)c2cccc3cccnc23)cc1 do in these assays?
aGal spleen mod: 2%; CBFb RUNX1 block: 9%

What do the screens show for `CSCC[C@H](NC(=O)[C@H](Cc1ccc(OS(=O)(=O)O)cc1)NC(=O)[C@@H](N)CC(=O)O)C(=O)NCC(=O)N[C@@H](Cc1c[nH]c2ccccc12)C(=O)N[C@@H](CCSC)C(=O)N[C@@H](CC(=O)O)C(=O)N[C@@H](Cc1ccccc1)C(N)=O`?
aGal spleen mod: -27%; CBFb RUNX1 block: 5%

How did Cc1cc(C)c(S(=O)(=O)Nc2cccc3cccnc23)c(C)c1 do in these assays?
aGal spleen mod: -1%; CBFb RUNX1 block: inconclusive

How did CNc1cc2c(Nc3cccc(Br)c3)ncnc2cn1 do in these assays?
aGal spleen mod: 1%; CBFb RUNX1 block: inconclusive

What do the screens show for `CCCCCCCCCCCCCCCCSCC(COC)COP(=O)([O-])OCC[N+](C)(C)C` (stereo unspecified)?
aGal spleen mod: -12%; CBFb RUNX1 block: 20%

What do the screens show for `CC(=O)O[C@@H]1CC[C@@]2(C)[C@H](C1)[C@H](OC(C)=O)C[C@@H]1[C@@H]2C[C@H]2[C@@H]3CN4C[C@H](C)CC[C@H]4[C@H](C)[C@H]3CC[C@@]12O`?
aGal spleen mod: -27%; CBFb RUNX1 block: -1%

Results for CC[C@H](C)[C@H](NC(=O)[C@H](Cc1ccc(O)cc1)NC(=O)[C@@H](NC(=O)[C@H](CCCN=C(N)N)NC(=O)[C@@H](N)CC(=O)O)C(C)C)C(=O)N[C@@H](Cc1cnc[nH]1)C(=O)N1CCC[C@H]1C(=O)O ?
aGal spleen mod: 10%; CBFb RUNX1 block: 9%

How did COc1cc2ncnc(Nc3ccc(Cl)cc3F)c2cc1OC do in these assays?
aGal spleen mod: 6%; CBFb RUNX1 block: 20%

What do the screens show for `CCCC[C@@H]1CCCO[C@@](C(=O)NCC2CC2)(C(F)(F)F)C1`?
aGal spleen mod: 22%; CBFb RUNX1 block: inconclusive

Results for COc1ccc(-c2nnc3n2N=C(c2ccccc2OC)CS3)cc1 ?
aGal spleen mod: 3%; CBFb RUNX1 block: 3%

How did O=C(O)c1ccc2c(c1)C(=O)N([C@H](Cc1ccc(O)cc1)C(=O)O)C2=O do in these assays?
aGal spleen mod: 3%; CBFb RUNX1 block: 9%

What do the screens show for `O=C(NCCN1CCOCC1)C1(C(F)(F)F)C/C(=C\Cc2ccccc2)CCCO1` (stereo unspecified)?
aGal spleen mod: 6%; CBFb RUNX1 block: 5%

Results for CN(C)C1CCN(CCCOc2ccc(-c3ccc(C#N)cc3)cc2)C1 (stereo unspecified) ?
aGal spleen mod: 8%&-3%; CBFb RUNX1 block: -1%&11%

How did Cc1noc(C)c1-c1ccc2ncnc(NC(C)c3ccco3)c2c1 (stereo unspecified) do in these assays?
aGal spleen mod: -1%; CBFb RUNX1 block: -22%

How did CC(=O)N(O)C/C=C/c1cccc(Oc2ccccc2)c1 do in these assays?
aGal spleen mod: -11%; CBFb RUNX1 block: 6%

Results for c1ccc(C(NCc2cccnc2)(c2ccccc2)c2ccccc2)cc1 ?
aGal spleen mod: 15%; CBFb RUNX1 block: 15%

Results for CSc1ccccc1N1CCN(CCCCCC(=O)NC2CCCc3ccccc32)CC1 (stereo unspecified) ?
aGal spleen mod: -15%; CBFb RUNX1 block: -10%

How did C[C@H](NC(=O)[C@@H](N)Cc1ccc(O)cc1)C(=O)NCC(=O)N[C@H]1CSSC[C@@H](C(=O)O)NC(=O)[C@H](CO)NC(=O)[C@H]([C@@H](C)O)NC(=O)[C@H](Cc2ccccc2)NC(=O)[C@H]([C@@H](C)O)NC(=O)[C@H](CCCCN)NC(=O)[C@H](Cc2c[nH]c3ccccc23)NC(=O)[C@H](Cc2ccccc2)NC(=O)[C@H](Cc2ccccc2)NC(=O)[C@H](CC(N)=O)NC(=O)[C@H](CCCCN)NC1=O do in these assays?
aGal spleen mod: -16%; CBFb RUNX1 block: 9%

What do the screens show for `C[C@@H]1O[C@@H](OC[C@H]2O[C@@H](Oc3cc(O)c4c(c3)O[C@H](c3ccc(O)c(O)c3)CC4=O)[C@H](O)[C@@H](O)[C@@H]2O)[C@H](O)[C@H](O)[C@H]1O`?
aGal spleen mod: 3%; CBFb RUNX1 block: 9%

What do the screens show for `N=C(N)N1Cc2ccccc2C(O)C1` (stereo unspecified)?
aGal spleen mod: -1%; CBFb RUNX1 block: 6%

How did Cc1ccc(-c2ccc(C3C4C=CCCC4(C)C(=O)N3Cc3ccccc3)c(F)c2)cc1 (stereo unspecified) do in these assays?
aGal spleen mod: -5%; CBFb RUNX1 block: 5%

Results for OC[C@@H](O)C(O)[C@@H](O)CO (stereo partly specified) ?
aGal spleen mod: -5%; CBFb RUNX1 block: -1%

Results for O=C(O)c1ccc2c(c1)C(=O)N(CCc1ccc(O)cc1)C2=O ?
aGal spleen mod: -3%; CBFb RUNX1 block: 8%

Results for CCSC[C@H](NC(=O)[C@H](C)N)C(=O)N[C@@H](CC(=O)O)C(=O)N[C@H](C(=O)N[C@@H](C)C(=O)N[C@H](C(=O)N[C@@H](CSCC)C(=O)N[C@H](C(=O)N[C@H](C(=O)N[C@@H](Cc1cnc[nH]1)C(=O)N[C@@H](CCCNC(=N)N)C(=O)N[C@@H](CC(C)C)C(=O)N[C@@H](C)C(=O)NCC(=O)N[C@@H](CC(C)C)C(=O)N[C@@H](CC(C)C)C(=O)N[C@@H](CO)C(=O)N[C@@H](CCCNC(=N)N)C(=O)N[C@@H](CO)C(=O)NCC(=O)NCC(=O)N[C@H](C(=O)N[C@H](C(=O)N[C@@H](CCCCN)C(=O)N[C@@H](CC(N)=O)C(=O)N[C@@H](CC(N)=O)C(=O)N[C@@H](Cc1ccccc1)C(=O)N[C@H](C(=O)N1CCC[C@H]1C(=O)N[C@H](C(=O)N[C@@H](CC(N)=O)C(=O)N[C@H](C(=O)NCC(=O)N[C@@H](CO)C(=O)N[C@@H](CCCCN)C(=O)N[C@@H](C)C(=O)N[C@@H](Cc1ccccc1)C(N)=O)C(C)C)[C@@H](C)O)C(C)C)C(C)C)C(C)C)[C@@H](C)O)C(C)C)[C@@H](C)O)[C@@H](C)O ?
aGal spleen mod: 5%; CBFb RUNX1 block: 7%

Results for CCOC(=O)NCCOc1ccc(Oc2ccccc2)cc1 ?
aGal spleen mod: -3%; CBFb RUNX1 block: inconclusive

What do the screens show for `O=C1C2C(c3ccccc3)CC=CC2C(c2cccc([N+](=O)[O-])c2)N1Cc1ccccc1` (stereo unspecified)?
aGal spleen mod: 1%; CBFb RUNX1 block: inconclusive

Six records drawn at random from the list so far, as already listed:
Results for CCOC(=O)NCCOc1ccc(Oc2ccccc2)cc1 ?
aGal spleen mod: -3%; CBFb RUNX1 block: inconclusive

What do the screens show for `CC(=O)O[C@@H]1CC[C@@]2(C)[C@H](C1)[C@H](OC(C)=O)C[C@@H]1[C@@H]2C[C@H]2[C@@H]3CN4C[C@H](C)CC[C@H]4[C@H](C)[C@H]3CC[C@@]12O`?
aGal spleen mod: -27%; CBFb RUNX1 block: -1%

Results for OC[C@@H](O)C(O)[C@@H](O)CO (stereo partly specified) ?
aGal spleen mod: -5%; CBFb RUNX1 block: -1%

How did COC(=O)c1ccc(C(NC(=O)OCc2ccccc2)/C(F)=C/[C@@H](C)C(=O)O)cc1 (stereo partly specified) do in these assays?
aGal spleen mod: -4%; CBFb RUNX1 block: 5%

How did Cc1ccc(-c2ccc(C3C4C=CCCC4(C)C(=O)N3Cc3ccccc3)c(F)c2)cc1 (stereo unspecified) do in these assays?
aGal spleen mod: -5%; CBFb RUNX1 block: 5%

Results for O=C(O)c1ccc2c(c1)C(=O)N(CCc1ccc(O)cc1)C2=O ?
aGal spleen mod: -3%; CBFb RUNX1 block: 8%

Further records follow.
How did CCC(C)C(NC(=O)OC(C)(C)C)C(=O)NC1COC2CC(n3cc(C)c(=O)[nH]c3=O)OC12 (stereo unspecified) do in these assays?
aGal spleen mod: 10%; CBFb RUNX1 block: 11%

What do the screens show for `Cc1ccc(-c2c(C3C4C=CCCC4(C)C(=O)N3Cc3ccccc3)ccc3ccccc23)cc1` (stereo unspecified)?
aGal spleen mod: 1%; CBFb RUNX1 block: -6%

How did C[C@H](C(=O)OCO/N=[N+](\[O-])N1CCCC1)c1cccc2ccccc12 do in these assays?
aGal spleen mod: 10%; CBFb RUNX1 block: 13%

Results for CN(c1cccc2cccnc12)S(=O)(=O)c1ccccc1 ?
aGal spleen mod: -10%; CBFb RUNX1 block: -3%

What do the screens show for `CC(C)[C@H](NC(=O)[C@@H](Cc1c[nH]c2ccccc12)NC(=O)[C@H](Cc1ccc(O)cc1)NC(=O)[C@@H](N)CC(=O)O)C(=O)N[C@H](Cc1c[nH]c2ccccc12)C(=O)N[C@H](Cc1c[nH]c2ccccc12)C(=O)N[C@@H](CCCCN)C(N)=O`?
aGal spleen mod: 24%; CBFb RUNX1 block: 8%

How did OC[C@@H](O)C(O)[C@H](O)[C@@H](O)CO (stereo partly specified) do in these assays?
aGal spleen mod: 3%; CBFb RUNX1 block: 8%

What do the screens show for `CCc1cc(-c2oncc2-c2ccc(OC)cc2)c(O)cc1OC`?
aGal spleen mod: 5%; CBFb RUNX1 block: 18%

How did C[C@@H](CO)[C@H](/C=C/c1ccccc1)CCO[Si](c1ccccc1)(c1ccccc1)C(C)(C)C do in these assays?
aGal spleen mod: 5%; CBFb RUNX1 block: 11%

How did C[C@H]1O[C@@H](n2cnc3c(N)ncnc32)C[C@@H]1OP(=O)(O)OP(=O)(O)OP(=O)(O)O do in these assays?
aGal spleen mod: 6%; CBFb RUNX1 block: inconclusive

How did O=c1cc(N2CCOCC2)oc2c1ccc1ccccc12 do in these assays?
aGal spleen mod: -6%; CBFb RUNX1 block: -25%

How did COC(=O)C1=C[C@@H](C(=O)OC)C2C3=C(C(=O)[C@@]2(C)NC(=O)c2ccccc2)[C@H](C)[C@@H]2C(=O)N(C)C(=O)[C@@H]2[C@@H]3C1 (stereo partly specified) do in these assays?
aGal spleen mod: 6%; CBFb RUNX1 block: 3%

How did CCCC[C@@H]1CCCO[C@@](C(=O)NCc2ccc(S(C)(=O)=O)cc2)(C(F)(F)F)C1 do in these assays?
aGal spleen mod: 8%; CBFb RUNX1 block: -8%

Results for Cn1sc(=O)n(Cc2ccccc2)c1=O ?
aGal spleen mod: 20%; CBFb RUNX1 block: 9%

How did COc1oc(=O)c2cc(N)ccc2c1Cl do in these assays?
aGal spleen mod: -9%; CBFb RUNX1 block: 5%

Not all compounds are listed, so the mix of outcomes need not match the whole.
